Growth percent in the NCI-60 one-dose screen (48 h, 10 µM unless noted): 100 = growth as untreated, 0 = no growth, -100 = all killed.
NCI-H522 = NCI-H522 lung cancer | 78,000 tested, 8% active
HCT-15 = HCT-15 colon cancer. 82,000 tested, 5.2% active. AID 1794746
HCT-116 = HCT-116 colon cancer | 82,000 tested, 7.3% active | AID 1794798
NCI-H460 = NCI-H460 lung cancer; 82,000 tested, 6.8% active
NCI/ADR-RES = NCI/ADR-RES ovarian cells | 81,000 tested, 4.4% active
NCI-H226 = NCI-H226 lung cancer. 79,000 tested, 3.5% active
NCI-H322M = NCI-H322M lung cancer; 80,000 tested, 2.7% active
NCI-H23 = NCI-H23 lung cancer. 80,000 tested, 4% active. AID 1794731
COLO 205 = COLO 205 colon cancer; AID 1794742; 79,000 tested, 7.3% active
An asterisk follows results filed as active; x = not tested or not shown; & = joins results of further samples; [ ] = remark or other dose. Rule for the calls: active = growth percent below 10; inactive = the rest.

SMILES	NCI-H522	HCT-15	HCT-116	NCI-H460	NCI/ADR-RES	NCI-H226	NCI-H322M	NCI-H23	COLO 205
CN1C(=O)/C(=C\c2nc([P+](c3ccccc3)(c3ccccc3)c3ccccc3)c(N3CCOCC3)o2)SC1=S	94	91	65	98	91	106	91	82	88
O=[N+]([O-])c1ccc2ncccc2c1Cl	41	13	5.3*	93	29	109	x	87	-69*
Nc1nc2c(ncn2C2OC(COP(=O)(O)O)C(O)C2O)c(=O)[nH]1 (stereo not given)	103	113	93	x	105	x	107	102	102
Cc1ccc(Nc2ccc(Nc3ccc(C)cc3S(=O)(=O)O)c3c2C(=O)c2ccccc2C3=O)c(S(=O)(=O)O)c1	93	103	87	102	102	97	90	97	x
COc1ccc(-c2cnc3sc4ccc(C)cc4n23)cc1	90	93	95	101	92	85	92	93	102
COc1ccc2c(c1)N(CCO)C1=C(C(=O)OC1)C2c1cccc(Br)c1 (stereo not given)	-19*	7.9*	3.9*	2.1*	11	-5.2*	29	29	-47*
CCOc1ccc2nc(NC(=O)Nc3cccc(Cl)c3)sc2c1	87	77	106	93	94	100	89	98	115
CCN(CC)CC(=O)Nc1nccs1	86	100	101	103	101	107	x	103	109
O=C1/C(=C/c2ccccc2Cl)SC(=S)N1C1c2ccccc2Oc2ccccc21	57	96	84	107	99	89	x	97	97
COc1cc2c(c(OC)c1OC)CCC(c1cccc(C(=O)Nc3ccc([N+](=O)[O-])cc3)c1)O2 (stereo not given)	50	55	40	59	38	48	68	47	73
COc1ccc(/C=C(\C#N)n2nnc3cc(F)c(F)cc32)c(OC)c1OC	51	44	53	71	73	83	76	72	x
Cc1ccc2c(c1)Sc1c(ccc3ccccc13)N2	61	32	29	21	57	75	90	75	92
CCOC(=O)c1c(O)c2cc(-c3ccccc3)nc(C)c2c(=O)n1C	98	100	102	103	98	85	112	102	111
CC(=O)OCOC1C(COC(C)=O)OCOC(COC(C)=O)C1OCOC(C)=O (stereo not given)	104	99	99	107	99	94	100	101	105
OC1(Cc2ccc(F)cc2)CCCCCC1	63	100	101	108	102	97	93	98	99
S=c1sc(-c2ccccc2)nn1-c1ccccc1	94	95	104	112	102	93	96	99	112
O=C1NC(=O)c2cc([N+](=O)[O-])cc3cccc1c23	77	95	107	98	96	106	89	98	105
N#C/C(=C\c1c(-c2ccccc2)[nH]c2ccccc12)C(=O)Nc1ccc(Cl)cc1	81	60	64	58	68	102	81	86	89
CCCc1[nH]c(=O)c(C#N)c(COC)c1[N+](=O)[O-]	104	99	106	102	95	97	89	93	107
Nc1nc(-c2cccc([N+](=O)[O-])c2)c(N=Nc2ccc(Br)cc2)s1	-49*	0.1*	-77*	-61*	-22*	-39*	-25*	-65*	-2.4*
COc1cc(O)c2c(c1O)C(=O)c1cc(C)ncc1C2=O	96	101	102	104	94	99	111	94	114
O=C(Nc1cc(Cl)cc(Cl)c1)OC1CC2CC1C1CC3OC3C21 (stereo not given)	87	88	78	104	99	96	84	86	93
O=S(=O)(NCC1CCCO1)C1CC(Cl)CC(Cl)C1 (stereo not given)	88[50 µM]	102[50 µM]	90[50 µM]	104[50 µM]	96[50 µM]	90[50 µM]	92[50 µM]	97[50 µM]	94[50 µM]
CNC(=O)c1cc(-n2ccc3cc(NC(=O)Nc4ccc(N5CCOCC5)c(C(F)(F)F)c4)ccc32)ccn1	x	30	21	34	48	74	76	50	26
O=c1n(CCCCCCn2cnn(-c3ccccc3)c2=O)cnn1-c1ccccc1	75	99	85	107	94	92	91	96	x

A different layout for part of the listing above.
Below each compound: NCI-H522, HCT-15, HCT-116, NCI-H460, NCI/ADR-RES, NCI-H226, NCI-H322M, NCI-H23, COLO 205
COc1cc2c(c(OC)c1OC)CCC(c1cccc(C(=O)Nc3ccc([N+](=O)[O-])cc3)c1)O2 (stereo not given)
  50, 55, 40, 59, 38, 48, 68, 47, 73
COc1cc(O)c2c(c1O)C(=O)c1cc(C)ncc1C2=O
  96, 101, 102, 104, 94, 99, 111, 94, 114

A second format for some results above.
CN1C(=O)/C(=C\c2nc([P+](c3ccccc3)(c3ccccc3)c3ccccc3)c(N3CCOCC3)o2)SC1=S
  NCI-H522: 94
  HCT-15: 91
  HCT-116: 65
  NCI-H460: 98
  NCI/ADR-RES: 91
  NCI-H226: 106
  NCI-H322M: 91
  NCI-H23: 82
  COLO 205: 88
S=c1sc(-c2ccccc2)nn1-c1ccccc1
  NCI-H522: 94
  HCT-15: 95
  HCT-116: 104
  NCI-H460: 112
  NCI/ADR-RES: 102
  NCI-H226: 93
  NCI-H322M: 96
  NCI-H23: 99
  COLO 205: 112
Nc1nc2c(ncn2C2OC(COP(=O)(O)O)C(O)C2O)c(=O)[nH]1 (stereo not given)
  NCI-H522: 103
  HCT-15: 113
  HCT-116: 93
  NCI-H460: x
  NCI/ADR-RES: 105
  NCI-H226: x
  NCI-H322M: 107
  NCI-H23: 102
  COLO 205: 102
O=c1n(CCCCCCn2cnn(-c3ccccc3)c2=O)cnn1-c1ccccc1
  NCI-H522: 75
  HCT-15: 99
  HCT-116: 85
  NCI-H460: 107
  NCI/ADR-RES: 94
  NCI-H226: 92
  NCI-H322M: 91
  NCI-H23: 96
  COLO 205: x

Remaining list, next part.
SMILES	NCI-H522	HCT-15	HCT-116	NCI-H460	NCI/ADR-RES	NCI-H226	NCI-H322M	NCI-H23	COLO 205
CN1C(=O)C(Nc2ccc(C(=O)Nc3ccc(F)cc3)cc2)=C(c2ccc(Cl)cc2)C1=O	34	67	71	90	80	90	71	71	81
CCOC(=O)c1noc2c1CCc1cn(Cc3cc(OC)c(OC)c(OC)c3)cc1-2	61	92	78	107	99	96	103	90	112
O=C(Nc1nc2ccc([N+](=O)[O-])cc2s1)Nc1ccccc1I	-24*	1.2*	-19*	6.4*	-5.8*	-7.8*	-0.4*	-6.9*	-94*
O=C(C1=Cc2cc3ccccc3n2Cc2cnnn21)c1ccccc1	9.7*	39	27	31	27	78	81	74	59
O=C(CCn1cc[n+](CC(=O)c2ccc(F)cc2)c1)Nc1cccc2cccnc12	95	94	101	108	98	97	99	94	101
NS(=O)(=O)c1ccc(C(c2ccccc2)(c2ccccc2)c2ccccc2)cc1	85	98	88	96	81	101	128	93	129
CC(C)NC(=O)OCc1c(COC(=O)NC(C)C)c([N+](=O)[O-])n2c1CCC2	x	106	96	105	95	107	114	104	108
CCOC(=O)c1cc(C(=O)c2ccc(F)cc2F)n2ncccc12	88	93	89	102	95	93	x	99	112
CCCCCCCCSc1nnc(-c2c(C)nc3ccc(Br)cn23)o1	83	96	91	103	81	81	100	79	105
O=C1CCCc2nc3ccccc3c(/C=C/c3ccccc3)c21	73	86	80	99	95	x	96	100	109
O=[N+]([O-])c1ccc(OCCOc2ccc([N+](=O)[O-])cc2)cc1	94	113	98	113	x	94	114	95	105
CNc1ccc(CSc2ccccc2)cc1	106	108	102	117	103	124	118	96	128
CC(C)=CC(=O)OC(=O)C=C(C)C	x	102	109	106	117	94	104	117	113
C=CCc1ccc(C=O)c(O)c1	92	102	108	108	106	96	118	105	109
Cc1ccc(-c2ccc(SCC(=O)Nc3ccc(Cl)c(C(F)(F)F)c3)nn2)cc1	-1.3*	15	10	14	-23*	66	90	30	-11*
CC1(C2CC(=O)c3c(O)ccc(O)c3C2)OCCO1 (stereo not given)	97	98	107	102	107	x	111	115	117
COc1ccc(Br)c(C=O)c1O	90	113	109	110	105	x	118	108	119
CC(=O)c1ccc(NCc2nnc3n(Cc4ccccc4)c(=O)c4c5c(sc4n23)CCCC5)cc1	75	117	91	108	99	122	101	94	103
NNCCc1ccc(NC(=O)CCCc2ccc(/C=C/C(=O)NO)cc2)cc1	17	80	35	63	44	36	64	65	71
C=C1C(=O)O[C@H]2[C@H](O)[C@@H](C)CCC/C(C)=C/CC[C@@]3(C)O[C@@H]3C[C@@H]12	-17*	96	74	91	98	81	81	95	91
Nc1cc(Nc2ccccc2Cl)nc(N)n1	78	108	105	107	103	94	105	85	115
NS(=O)(=O)c1ccc(Nc2nc(SCC(=O)c3ccc(Br)cc3)nc3c2CCCC3)cc1	80	81	90	94	85	68	92	90	124
Cc1ccc(-c2c(O)c(Br)c(-c3ccc(C)c(C)c3C)c(O)c2Br)c(C)c1	82	97	80	100	90	82	97	85	101
Cc1[nH]nc(-c2ccc(OCc3ccc(Cl)cc3)cc2O)c1Oc1ccccc1	60	66	71	88	91	85	102	82	98
CCCCN(CCCC)CC(O)c1cc(Cl)cc2c1-c1ccc(Cl)cc1C2 (stereo not given)	60	60	50	69	82	71	84	72	60

(more compounds)
SMILES	NCI-H522	HCT-15	HCT-116	NCI-H460	NCI/ADR-RES	NCI-H226	NCI-H322M	NCI-H23	COLO 205
Nc1nc2c(ncn2C2CC(O)C(CO)O2)c(=O)[nH]1 (stereo not given)	60	94	101	110	102	93	92	95	88
NC(CC(=O)c1ccccc1)C(=O)O (stereo not given)	75	108	105	107	104	101	81	102	x
O=C(Nc1ccccc1F)Nc1cccc2ccc(O)cc12	82	101	86	97	81	94	92	110	119
Cc1cn(-c2cc(NC(=O)c3cccc(C#Cc4cccc5[nH]nc(N)c45)c3)cc(C(F)(F)F)c2)cn1	40	26	24	31	67	22	66	37	19
O=C(O)c1ccccc1C(c1ccccc1)c1ccccc1O (stereo not given)	x	88	97	85	95	93	102	94	105
CC(C)C1CC(N(C)C)=CC(=S)N1 (stereo not given)	95	100&97	95&94	106&102	104&102	104&98	106&96	95&99	107&125
COc1cc(C)cc(C(O)Cc2cccc(-c3ccc(N(C)C)nc3)n2)c1 (stereo not given)	81	108	95	102	99	96	117	102	107
Cc1cc(=O)c2c(C)cccc2[nH]1	99	106	108	106	112	93	116	100	99
COc1ccc2ccccc2c1/C=C(\C#N)C(=O)N1c2ccccc2Sc2ccc(SC)cc21	99	99	100	101	101	97	97	97	114
O=C(NCCNc1nccc(-c2c(-c3cccc(F)c3)nc3sccn23)n1)C1CCCCC1	79	61	52	92	67	61	104	97	53
CC(=O)OC1Oc2ccccc2-c2oc(=O)c(-c3ccc(F)cc3)cc21 (stereo not given)	42	96	86	94	96	92	107	92	108
Cc1nc(N)[nH]c(=O)c1NC(=O)CBr	109	108	x	101	96	93	96	106	110
Nc1nc2c(C(=O)c3cccs3)nnn2c2cccc(Cl)c12	104	95	94	99	98	68	96	84	116
CCCCCCCCN(CCCCCCCC)CCCCCCNc1cc(OC)cc2cccnc12	92	109	-30*	93	80	100	88	56	33
CN(CC1CO1)c1ccccc1 (stereo not given)	x	101	98	110	105	105	102	103	134
N#Cc1csc(CCNC(=O)c2ccccc2)n1	97	111	107	100	104	116	110	102	111
O=C(/C=C/c1cn(-c2ccccc2)nc1-c1ccc(Cl)cc1)c1ccc(F)cc1	87	59	41	74	70	86	77	70	93
Cc1cc(N/N=C/c2nc(-c3ccc(Br)cc3)oc2C)c2cc(Cl)ccc2n1	77	38	-17*	13	69	85	92	101	104
CS(=O)(=O)Nc1ccc(Nc2c3ccccc3nc3cc(N)ccc23)cc1	-12*	74	28	1.0*	97	-14*	42	20	52
COc1cccc(COC(C)OCC(C)C)c1OC (stereo not given)	90	97	100	108	94	106	90	89	90
Cn1c(N2CCOCC2)nc(-c2ccccc2)c(C#N)c1=O	109	103	112	121	119	108	89	122	141
CC1=CC2C(O)c3ccccc3N3C(=O)COC23C=C1 (stereo not given)	89	102	95	105	102	89	99	103	102
O=C(O)/C=C/C(=O)Nc1cccc2c1Cc1ccccc1-2	85	116	105	101	97	91	93	102	112
Cc1cc(-c2cc(C)c(N)c(S(=O)(=O)O)c2)cc(S(=O)(=O)O)c1N	96	104	104	104	102	102	101	102	108
CCc1ccc(-c2ccc(=O)n(-c3ccc(S(N)(=O)=O)cc3)n2)cc1	-34*	30	17	13	1.0*	94	115	60	26

More entries
SMILES	NCI-H522	HCT-15	HCT-116	NCI-H460	NCI/ADR-RES	NCI-H226	NCI-H322M	NCI-H23	COLO 205
O=C1CCC2(CCCC2)c2ccccc21	90	102	101	102	114	x	109	105	106
CCn1cnc(C[C@H](NC(=O)[C@@H](NC(=O)Nc2cc(C(F)(F)F)cc(C(F)(F)F)c2)C(C)C)C(=O)OC)c1	x	-79*[100 µM]	-88*[100 µM]	-43*[100 µM]	0.9*[100 µM]	-56*[100 µM]	-96*[100 µM]	-79*[100 µM]	-94*[100 µM]
O=C(Nc1cc(Cl)ccc1Cl)c1ccc(Cl)cc1Cl	98	94	97	112	102	99	99	87	131
NC(C(=O)O)(c1ccccc1)c1ccccc1	89	112	108	111	107	106	135	109	122
CC(=O)N1CCc2ccc([N+](=O)[O-])cc21	94	105&103	119&109	109&108	113&103	108&115	107&136	90&98	120&117
CC1CCCC(C)C1=O (stereo not given)	94	97	103	109	100	94	81	94	x
CNC(=S)Sc1ccc([N+](=O)[O-])cc1[N+](=O)[O-]	-58*	37	28	102	93	79	99	83	-35*
CN1C2CCC1CN(c1cnc(C(=O)Nc3cc(F)cc4cccnc34)cn1)C2	24	24	19	83	42	89	75	47	10
COc1cc(-c2nc(C(=O)Nc3ccc(Cl)cc3)nn2-c2ccc(F)c(F)c2)cc(OC)c1OC	63	88	78	96	93	87	93	93	103
N#CCCNC(CC(=O)O)C(=O)O (stereo not given)	125	106	105	104	116	x	108	108	108
COc1ccc(OC)c(Cn2cc3c(c2-c2cc(OC)c(OC)c(OC)c2)CCCc2cnoc2-3)c1	66	55	38	58	71	65	78	64	93
Cc1c(O)ccc2oc(=O)c(C(=O)CSc3nc4ccccc4c(=O)n3-c3ccccc3)cc12	70	89	56	85	89	89	88	87	94
O=c1oc2c(cnc3ccccc32)cc1-c1cccs1	104	112	91	112	104	107	104	101	106
O=C1Nc2ccccc2/C1=N/N1CCCCCC1	x	93	98	118	111	102	100	103	116

Compound activity as filed in PubChem.
